Source: PubChem BioAssay (several laboratories)
Mtb RmlCD inh: M. tuberculosis RmlC/RmlD coupled enzyme inhibitors, primary screen, biochemical, compound mixtures, 384-well, from 1536-well plates; AID 1533, 2009; 160,000 tested, 0.03% active; dTDP-4-dehydrorhamnose reductase (Mycobacterium tuberculosis (strain ATCC 25618 / H37Rv)) …; RmlC+RmlD coupled enzyme assay, percent inhibition; primary screen in compound mixtures; inhibition, % at 3.6 µM; in the data active = inhibition mostly above about 34%, no sharp cut-off; inconclusive = no clear call, values can overlap the other calls; inactive = mostly below about 22%; note: some results filed as inactive read as strong as hits
Target sequence (P9WH09 whole entry, looked up): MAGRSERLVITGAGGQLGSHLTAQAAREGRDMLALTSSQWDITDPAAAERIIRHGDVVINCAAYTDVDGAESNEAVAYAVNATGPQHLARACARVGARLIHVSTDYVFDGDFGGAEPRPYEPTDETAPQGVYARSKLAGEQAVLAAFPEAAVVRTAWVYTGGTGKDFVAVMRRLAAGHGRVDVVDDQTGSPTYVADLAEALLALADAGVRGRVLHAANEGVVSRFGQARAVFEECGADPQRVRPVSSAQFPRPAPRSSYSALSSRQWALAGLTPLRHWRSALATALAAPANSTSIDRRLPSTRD
Target sequence (P9WH11 whole entry, looked up): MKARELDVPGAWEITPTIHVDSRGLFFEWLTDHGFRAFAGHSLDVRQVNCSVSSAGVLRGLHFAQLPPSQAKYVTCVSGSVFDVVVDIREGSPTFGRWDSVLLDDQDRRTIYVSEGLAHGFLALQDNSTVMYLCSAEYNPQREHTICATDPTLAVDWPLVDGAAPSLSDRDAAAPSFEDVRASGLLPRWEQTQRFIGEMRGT
GlmU inhibition: inhibition of mycobacterial GlmU enzyme – biochemical, glucosamine-1-phosphate acetyltransferase (AID 1376); 220,000 tested, 0.25% active; Bifunctional protein GlmU (Mycobacterium tuberculosis (strain ATCC 25618 / H37Rv)); inhibition, %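 (tested at 30 µM in the primary screen)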; hits with a dose series show IC50 in µM; M. tuberculosis GlmU acetyltransferase enzyme assay; higher % means a stronger effect; in the data active = inhibition above about 13%; inconclusive = no clear call, values can overlap the other calls;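 note: 0% = complete reaction with vehicle and 100% = reaction without substrate; strong numbers were not always called active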
Starred values were filed as active, the others as inactive; ? = inconclusive; · = no result given.

SMILES	Mtb RmlCD inh	GlmU inhibition
O=C1NC(=O)N(c2ccccc2)C(=O)/C1=C/c1coc2ccc(O)cc2c1=O	-9	3.1%
Cc1ccc(N2C(=O)NC(NC(=O)C(C)(C)C)(C(F)(F)F)C2=O)cc1C (centres undefined)	5	-2.4%
Cc1ccc(Nc2nc(N3CCOCC3)nc(N3CCOCC3)n2)cc1	·	-0.7%
Cc1ccc(C2N(c3cccc(Cl)c3)C(=O)C3CCCN32)o1 (centres undefined)	·	9.6%
Cc1ncc([N+](=O)[O-])n1CC(=O)NC(C)(C)C	22	2.0%
O=C(N/N=C/c1ccco1)c1cc(-c2cccs2)[nH]n1	62	2.5%
Cc1nnsc1SCCNC(=O)c1c(F)cccc1F	-2	0.3%
CC(C)CN1CCN(Cc2cccn2-c2ccccn2)CC1CCO (centres undefined)	·	-1.8%
CCOC(=O)c1ccc(NC(=S)NCCCN2CCN(C3CCCCC3)CC2)cc1	-5	-2.3%
COc1ccc(C/C(C)=N/NC(=O)c2cc(C)oc2C)cc1	6	-4.3%
C=CCNC(=O)C12CCC(C)(C(=O)C1Br)C2(C)C (centres undefined)	-29	1.0%
CCCn1c(=NC(=O)c2ccco2)c(C(=O)OCC)cc2c(=O)n3ccccc3nc21	-4	-9.5%
O=c1cc(-c2ccccc2Cl)c2c([nH]1)CCC2	-2	3.7%
COc1cccc(-c2csc(NC(=O)C3CC3)n2)c1	25	-1.8%
O=C1COc2ccc(C(=O)COC(=O)Cc3ccccc3F)cc2N1	13	0.5%
Cn1nc(-c2ccccc2)c(C(=O)NC(C(=O)O)c2ccccc2)c1Cl (centres undefined)	5	1.9%
CCOC(=O)Cc1csc(NS(=O)(=O)c2ccc(C(F)(F)F)cc2)n1	2	1.2%
Cn1/c(=N/NC(=O)c2ccccc2F)sc2ccccc21	-2	0.9%
COc1ccc(C(=O)c2c(O)cc(-c3ccc(OC)cc3)oc2=O)cc1	7	8.6%
COCCNC(=O)CSc1cc(=O)n(C)c2cc(Cl)ccc12	6	-4.2%
Cc1c(N=C2NC(=O)C(CC(=O)Nc3ccc(Cl)cc3)S2)c(=O)n(-c2ccccc2)n1C (centres undefined)	10	2.3%
CCCCC(=O)Nc1ccc(NC(=S)NC(=O)CCCCl)cc1OC	·	-2.5%
Cn1c(N)c(C(=O)c2ccccc2)c(=O)n(C)c1=O	2	1.4%
Cc1cccc(-n2nnnc2-c2cnccc2C(F)(F)F)c1C	4	4.2%
CCN1CCN(C(=S)Nc2cccc([N+](=O)[O-])c2)CC1	?	-0.2%
Cc1ccsc1/C=N/NC(=O)c1ccc([N+](=O)[O-])cc1	10	-0.6%
CCOC(=O)c1sc(NC(=O)Nc2ccccc2Cl)cc1C	-3	4.2%
CN(C)c1ccc(/C=C2\CCCCC2=O)cc1	12	0.0%
Cc1c(N=Cc2nc3ccccc3n2C)c(=O)n(-c2ccccc2)n1C	-11	6.6%
COc1ccc(OC)c(CC(NC(C)=O)C(=O)NC2CCN(c3c(Cc4ccccc4)c(C)nc4ncnn34)CC2)c1 (centres undefined)	1	7.1%
COc1ccccc1NC(=O)c1ccc(NC(=O)CSc2nncn2C)cc1	-2	-7.7%
O=C(N/N=C/c1ccc[nH]1)c1ccc2c(c1)OCO2	-11	-5.5%
CCOC(=O)CN1C(=O)C(=O)c2cccc(C)c21	·	7.4%
CCCNC(=O)[C@H](Cc1c[nH]c2ccccc12)NC(=O)c1ccccc1Cl	4	3.0%
Cc1ccc(-c2nnc(SCC(=O)N3CCN(c4ccccc4)CC3)o2)cc1	5	5.1%
CC(C)Cc1ccc(S(=O)(=O)N2CCCC2)cc1	4	3.1%
COc1ccc(S(=O)(=O)N2CC3CCCN3c3cc(C(F)(F)F)ccc32)cc1 (centres undefined)	·	3.1%
NNC(=O)c1cc2c(s1)CCCCCC2	·	-2.6%
COc1ccc(C(=O)CSc2nc3ncccc3[nH]2)cc1OC	32	-1.0%
CCSC1=C(C#N)C2(CCCCC2)C2=C(CC(C)(C)CC2=O)N1	25	-4.7%
Clc1cccc(Oc2ncccn2)c1	-8	0.7%
Cc1ccc(N2CC(C(=O)OCc3ccc([N+](=O)[O-])cc3)CC2=O)cc1 (centres undefined)	-11	2.7%
O=C(O)C(c1ccccc1)C(c1ccccc1)c1ccccc1 (centres undefined)	6	2.5%
CCCN1C(=O)C(NC(=O)c2ccncc2)(C(F)(F)F)C2=C1CC(C)(C)CC2=O (centres undefined)	-5	3.5%
Cc1ccc2nc(NC(=O)c3cccc(-c4cc5ccccc5oc4=O)c3)sc2c1	·	-2.4%
O=C(OCC(=O)N1CCN(C(=O)c2ccco2)CC1)c1ccccc1O	·	-1.5%
O=C(Nc1ccc(F)cc1)c1cccnc1NCCc1ccccc1	·	5.0%
Nn1c(Cc2cccc3ccccc23)nnc1SCCOc1ccc(Br)cc1	7	-2.4%
O=C(Nc1ccccc1-c1ccccc1)c1ccc(Br)o1	16	5.7%
N#Cc1c(=O)c2nc(NCCCO)ncc2n2c(=O)c3ccccc3[nH]c12	4	6.9%
CSc1nncn1/N=C/c1ccccc1F	-6	-1.9%
COc1cc(OC)c(C(=O)NCc2cccnc2)cc1OC	3	1.6%
Cc1cc(C)cc(NC(=S)/N=C(\N)Nc2nc(C)c3ccccc3n2)c1	61	-2.2%
CCOC(=O)N1CCC2(CC1)CC(=O)c1cc(O)ccc1O2	·	-5.2%
CC(=O)N(C)c1ccc(NC(=S)NCC(C)C)cc1	6	-2.7%
COc1ccccc1NS(=O)(=O)c1cc(NC(=S)NCCN2CCOCC2)ccc1N1CCOCC1	-5	12%
COc1ccc(C(C(=O)NC(C)(C)C)N(CC2CCCO2)C(=O)CCC(=O)Nc2cc(C)on2)cc1 (centres undefined)	12	17%*
CC/C(=N\NC(=O)c1ccccc1)c1c(O)n(Cc2ccccc2)c(=O)[nH]c1=O	1	-0.2%
CC(C)NC(=O)CCc1nnc(Cc2cccc(C(F)(F)F)c2)o1	-7	1.2%
CCSc1nnc(NC(=O)c2ccc3ccccc3n2)s1	12	-0.6%

Single records, as listed above. Order of screens: Mtb RmlCD inh, GlmU inhibition
Profile of CC(C)NC(=O)CCc1nnc(Cc2cccc(C(F)(F)F)c2)o1 → -7, 1.2%
Profile of Nn1c(Cc2cccc3ccccc23)nnc1SCCOc1ccc(Br)cc1 → 7, -2.4%
Profile of Cc1cc(C)cc(NC(=S)/N=C(\N)Nc2nc(C)c3ccccc3n2)c1 → 61, -2.2%
Profile of CCSc1nnc(NC(=O)c2ccc3ccccc3n2)s1 → 12, -0.6%

Grouped by structure: the entries above containing a thiophene ring, fused or not
SMILES	Mtb RmlCD inh	GlmU inhibition
O=C(N/N=C/c1ccco1)c1cc(-c2cccs2)[nH]n1	62	2.5%
Cc1ccsc1/C=N/NC(=O)c1ccc([N+](=O)[O-])cc1	10	-0.6%
CCOC(=O)c1sc(NC(=O)Nc2ccccc2Cl)cc1C	-3	4.2%
NNC(=O)c1cc2c(s1)CCCCCC2	·	-2.6%

(more compounds)
SMILES	Mtb RmlCD inh	GlmU inhibition
Cc1ccc(/C=C/C(=O)NCc2ccc3c(c2)OCO3)o1	4	-4.0%
COc1cc(NC(=O)c2cccs2)ccc1NC(=O)c1ccco1	4	-0.8%
Cc1nn(C(C)(C)C)c(OC(=O)c2ccco2)c1Sc1ccccc1	·	11%
O=C(Cn1c(=O)c(=O)n(Cc2ccccc2)c2ccc(Cl)cc21)NCC1CCCO1 (centres undefined)	7	1.7%
CC(C)(C)c1cc(C(=O)NNC(=O)Nc2ccccc2)n(Cc2ccccc2)n1	6	-1.2%
COc1ccc(NS(=O)(=O)c2cc(NC(=O)c3sccc3C)ccc2N2CCOCC2)cc1	5	2.5%
CCOc1cc(/C=C/c2cc(C(F)(F)F)[nH]c(=O)n2)ccc1O	-14	11%
O=C(c1scc2c1CCCC2)N1CCCCC1	·	-4.9%
CCOC(=O)C1CCCN(CCC(=O)Nc2ccccc2)C1 (centres undefined)	·	-2.0%
CCCCn1c(=N)n(CC(=O)c2ccc(OC)cc2)c2ccccc21	7	2.1%
CCN1CCCC(OC(=O)c2cc(-c3ccc(C)cc3)nc3ccccc23)C1 (centres undefined)	-5	-5.0%
CCN1CCN(C(=O)Nc2ccc(OC)cc2OC)CC1	7	-6.9%
Cc1cc(/C=C2\C(=N)N3N=CSC3=NC2=O)c(C)n1Cc1ccccc1	12	-2.0%
Cc1cc(C)c(C)c(OCC(=O)O/N=C(\N)c2cccnc2)c1	1	2.3%
O=C(NNc1nc2c(F)cc(F)cc2s1)C1COc2ccccc2O1 (centres undefined)	1	3.5%
COC(=O)C(=NNc1c(C)n(C)n(-c2ccccc2)c1=O)C(=O)OC	10	3.1%
O=C(Cc1ccccc1)NCC1CCCO1 (centres undefined)	13	-2.3%
O=C(NCC1CCCO1)c1cccc(Br)c1 (centres undefined)	3	-3.9%
Cc1cc(NC(=O)Cn2cnc3c(nnn3-c3ccc(C)c(Cl)c3)c2=O)no1	-10	5.4%
COc1cccc([C@@H]2Oc3ccc(OC)cc3C(=O)[C@H]2O)c1	·	-1.4%
O=c1c(Cc2ccccc2)c(O)ccn1CCc1cnc[nH]1	·	-5.2%
COc1ccc(/C=C/C(=O)OCC(=O)c2c(N)n(C)c(=O)n(C)c2=O)c(OC)c1	16	2.5%
Nn1c(SCC(=O)N2CCCCC2)nnc1-c1ccncc1	11	-5.8%
CC(C)S(=O)(=O)N1CCN(c2ccnc3cc(Cl)ccc23)CC1	-4	5.0%
COc1cccc(Oc2c(C)oc3cc(OC(=O)N(C)C)ccc3c2=O)c1	·	1.1%
O=S(=O)(CCNCc1cccs1)c1ccc(Cl)cc1	5	0.9%
CC(C)(C)C(=O)OC/C(N)=N/OC(=O)c1ccc(Cl)cc1	2	·
Cc1ccc(-c2cnc(-c3ccncc3)o2)cc1	29	-1.7%
CCOC(=O)N1CCN(C(=O)c2ccc(OCC)cc2)CC1	14	-3.1%
COc1ccc(Nc2nc(NCc3ccco3)nc(N/N=C/c3ccccc3F)n2)cc1	·	1.6%

Fetched one by one from the entries so far, 3 records:
SMILES	Mtb RmlCD inh	GlmU inhibition
O=c1c(Cc2ccccc2)c(O)ccn1CCc1cnc[nH]1	·	-5.2%
COc1cc(OC)c(C(=O)NCc2cccnc2)cc1OC	3	1.6%
CCCNC(=O)[C@H](Cc1c[nH]c2ccccc12)NC(=O)c1ccccc1Cl	4	3.0%

(continued)
SMILES	Mtb RmlCD inh	GlmU inhibition
CC1CCc2cc(F)ccc2N1C(=O)C1(C)CC1(Cl)Cl (centres undefined)	·	-3.1%
C#Cc1ccc([C@H]2C=C(C(=O)OCC=C)O[C@@H](OCCCCO)C2)cc1	·	-3.0%
CSc1nc(Oc2ccc3ccccc3c2)c2ccccc2n1	17	-1.5%
Cc1ccc(NCc2nnc(SCC(=O)Nc3cc(C)on3)n2C)cc1	·	-3.7%
CCOc1ccc(CN2CCN(Cc3cccn3-c3cccnc3)CC2CCO)cc1 (centres undefined)	-7	-5.0%
Cc1ccsc1/C=C1/SC(=O)N(CC(=O)N2CCOCC2)C1=O	12	5.0%
CC1Cc2ccccc2N1C(=O)CSc1nc2ccccc2n1CC(=O)N1CCOCC1 (centres undefined)	5	5.3%
COc1ccc(-c2ccc(SCC(=O)N3CCOCC3)nn2)cc1	-29	3.1%
O=C(Nc1ccccc1)c1ccccc1NC(=O)C(F)(F)F	-5	3.2%
CCn1c(COc2ccccc2C)nnc1SCc1nc2ccccc2c(=O)[nH]1	6	-0.1%
Cc1cc(C)n(-c2cc(N3CCN(C(=O)c4ccc(C(C)(C)C)cc4)CC3)ccc2[N+](=O)[O-])n1	-6	-1.0%
CCn1ccnc1CN1CCCC(C(=O)c2cc(F)ccc2OC)C1 (centres undefined)	-8	0.6%
CCn1nc(C(=O)OCc2c(C)noc2C)c2ccccc2c1=O	·	-3.0%
Nc1nc(SCc2nc3sc4c(c3c(=O)[nH]2)CCCC4)n[nH]1	6	2.1%
Cc1ccc(NC(=O)c2ccc3c(c2)nnn3C)cc1	-4	-1.1%
Cc1ccc(CSc2ccc3nnc(-c4ccccn4)n3n2)cc1	5	2.9%
CCOC(=O)C1CCN(Cc2nc(-c3ccc(OC)c(OC)c3)no2)CC1	·	-0.4%
Cn1cc([N+](=O)[O-])c(C(=O)N/N=C/c2cc3c(cc2Br)OCO3)n1	4	-2.1%
O=C(c1cccs1)c1ccc(-c2cccs2)s1	8	2.9%
COc1ccc(C(=O)N/N=C/C23CC[C@@H](O)CC2(O)CC[C@@H]2[C@@H]3CCC3(C)C(C4=CC(=O)OC4)CCC23O)cc1 (some centres undefined)	-6	3.2%
O=C(CC1NCCc2ccccc21)Nc1cccc(Cl)c1 (centres undefined)	4	3.6%
O=c1c(Cc2ccc(F)cc2)c(O)ccn1CCc1ccccn1	-14	-0.4%
O=C(COC(=O)c1ccccc1Cl)Nc1nccs1	0	-4.9%
Cc1cccc(NC(=O)/C(C#N)=C/c2ccc(Sc3ccccc3)o2)c1C	2	-6.1%
N#Cc1c(NC(=O)C2C3C=CC(C3)C2C(=O)O)sc2c1CCCCC2 (centres undefined)	-1	-0.8%
Cc1ccccc1NC(=O)CN1C(=O)S/C(=C\c2cccn2-c2cccc(C(=O)O)c2)C1=O	·	9.5%
COc1ccc(CCNC(=O)CN(c2cccc([N+](=O)[O-])c2)S(C)(=O)=O)cc1	-13	4.1%
O=c1[nH]c(CN2CCN(c3ccccc3Cl)CC2)nc2ccsc12	-4	6.2%

A portion of the library (hit frequency here may not be typical).
